TLR9-MyD88 inh – inhibitors of TLR9-MyD88 association in cells, primary screen, cell-based, CHO, BLA complementation, fluorescence. AID 504734, 2011. 340,000 compounds, 0.21% hits. inhibition, % at 4.98 µM. CCF4 FRET ratio. Toll-like receptor 9 (Homo sapiens) + Myeloid differentiation primary response protein …;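 active = inhibition above the mean over all tested compounds plus 3 SD, cut at about 21% in these data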;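 note: 0% = DMSO only wells and 100% = clavulanate BLA inhibitor control wells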
NCOA3 inh – SRC3 coactivator transcriptional activity inhibitors, primary screen, cell-based, luminescence; Nuclear receptor coactivator 3 (Homo sapiens), Q9Y6Q9; HEK293 GAL4-SRC3 luciferase reporter; inhibition, % at 3.6 µM; 360,000 compounds, 0.17% hits;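 active = inhibition above a per-campaign cutoff, the mean of all compounds plus 3 SD, cut at about 60% in these data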;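 note: 0% = DMSO-treated cells and 100% = gossypol-treated cells at 36 µM; higher means less SRC3-driven luciferase light from the GAL4 reporter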
Target sequence (Q9Y6Q9 whole entry, looked up, the tested form may be a part): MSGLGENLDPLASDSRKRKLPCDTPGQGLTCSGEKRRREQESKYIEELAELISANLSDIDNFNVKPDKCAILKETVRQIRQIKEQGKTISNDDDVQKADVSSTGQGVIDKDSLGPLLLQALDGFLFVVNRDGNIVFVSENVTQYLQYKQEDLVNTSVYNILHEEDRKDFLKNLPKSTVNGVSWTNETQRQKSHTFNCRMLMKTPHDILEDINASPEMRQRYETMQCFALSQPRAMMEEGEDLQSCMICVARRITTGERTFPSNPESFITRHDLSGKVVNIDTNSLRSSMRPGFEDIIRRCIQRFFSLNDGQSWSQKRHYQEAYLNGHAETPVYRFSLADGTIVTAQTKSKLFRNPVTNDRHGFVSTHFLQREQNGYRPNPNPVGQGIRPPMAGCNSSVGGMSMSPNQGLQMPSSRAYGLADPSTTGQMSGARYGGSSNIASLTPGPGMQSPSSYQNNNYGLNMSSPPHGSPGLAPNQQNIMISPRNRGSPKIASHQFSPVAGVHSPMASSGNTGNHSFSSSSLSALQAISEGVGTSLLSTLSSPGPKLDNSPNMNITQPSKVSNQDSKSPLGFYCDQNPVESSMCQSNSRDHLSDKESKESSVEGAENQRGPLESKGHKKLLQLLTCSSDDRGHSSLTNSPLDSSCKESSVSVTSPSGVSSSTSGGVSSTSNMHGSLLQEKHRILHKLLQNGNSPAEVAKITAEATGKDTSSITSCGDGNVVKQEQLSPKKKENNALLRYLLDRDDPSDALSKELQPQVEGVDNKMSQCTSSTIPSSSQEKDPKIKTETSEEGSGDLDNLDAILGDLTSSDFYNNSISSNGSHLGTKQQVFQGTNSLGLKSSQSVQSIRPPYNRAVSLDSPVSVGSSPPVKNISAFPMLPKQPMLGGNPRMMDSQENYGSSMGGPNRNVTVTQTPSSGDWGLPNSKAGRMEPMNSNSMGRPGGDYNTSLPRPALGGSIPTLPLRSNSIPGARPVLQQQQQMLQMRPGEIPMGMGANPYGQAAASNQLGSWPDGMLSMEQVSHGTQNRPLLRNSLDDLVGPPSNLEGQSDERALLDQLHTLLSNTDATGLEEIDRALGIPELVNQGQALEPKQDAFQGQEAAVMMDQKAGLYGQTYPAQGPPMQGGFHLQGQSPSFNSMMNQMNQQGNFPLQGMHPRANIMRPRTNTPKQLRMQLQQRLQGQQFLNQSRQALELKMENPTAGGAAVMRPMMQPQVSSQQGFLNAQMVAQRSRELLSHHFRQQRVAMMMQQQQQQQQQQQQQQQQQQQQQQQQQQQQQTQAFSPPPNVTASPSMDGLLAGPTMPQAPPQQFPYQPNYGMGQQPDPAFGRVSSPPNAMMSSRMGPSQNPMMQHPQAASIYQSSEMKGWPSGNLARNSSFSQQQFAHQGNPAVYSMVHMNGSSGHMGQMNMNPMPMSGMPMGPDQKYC
NR2F2 inh – NR2F2 transcriptional activity inhibitors, primary screen, cell-based, luciferase reporter, HEK293T, luminescence | HEK293T NGFI-A luciferase reporter | 370,000 compounds, 0.7% hits | COUP transcription factor 2 (Homo sapiens), P24468 | inhibition, % at 8.6 µM;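 active = inhibition above a per-plate cutoff, mean inhibition of test wells between control levels plus 3 SD, cut at about 38% in these data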;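 note: cells cotransfected with COUP-TFII expression vector driving the NGFI-A reporter; 0% = median of COUP-TF2 test wells and 100% = reporter-only cells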
TWEAK-Fn14 inh – inhibitors of TWEAK-Fn14 signaling, primary screen, luciferase reporter cells, uHTS; TWEAK-stimulated Fn14 reporter cells, luciferase luminescence, 8 h; inhibition, % at 10 µM; 360,000 compounds, 2% hits; AID 1159606, 2016; in the data active = inhibition above about 50%
LRH-1 inv ag – LRH-1 (NR5A2) inverse agonists, primary screen, cell-based, luminescence, HEK293T, StAR-luciferase reporter; Nuclear receptor subfamily 5 group A member 2 (Homo sapiens), O00482; LRH-1 transfected, 24 h; inhibition, % at 3.6 µM; 360,000 compounds, 0.13% hits; AID 602396, 2012;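 active = inhibition above the mean inhibition of all tested compounds plus 3 SD, cut at about 73% in these data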;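 note: 0% = DMSO wells and 100% = reporter-only cells lacking LRH-1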
C8 TRAIL sens – viability loss with TRAIL in NB7+C8 cells, primary screen, TRAIL sensitizer project, cell-based, ATPlite luminescence. AID 624354, 2012. inhibition (viability loss, TRAIL sensitization), % at 10 µM. 360,000 compounds, 1% hits;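 active = compounds causing at least 50% loss of cell viability in the single-dose screen, relative to plate controls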
NCOA1 inh – SRC1 coactivator transcriptional activity inhibitors, primary screen, cell-based, luminescence | HEK293 GAL4-SRC1 luciferase reporter | inhibition, % at 3.6 µM | 360,000 compounds, 0.12% hits | AID 588354, 2011;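 active = inhibition above the campaign mean plus 3 SD, with each screening campaign given its own cutoff, cut at about 60% in these data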;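 note: 0% = DMSO treated cells and 100% = gossypol at 36 µM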
EBV LMP1 NFkB – EBV LMP1-driven NF-kappaB luciferase reporter inhibitors, primary screen, cell-based, luminescence, single point. inhibition, % at 12.5 µM. LMP1-induced NF-kappaB luciferase reporter cells. 350,000 compounds, 0.69% hits; in the data active = inhibition above about 41%;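 note: 0% = neutral control wells and 100% = reference inhibitor control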
NCOA2 inhibitor – inhibition of GAL4-SRC2 driven luciferase reporter, primary screen, SRC2 inhibitor project, cell-based, luminescence; Nuclear receptor coactivator 2 (Homo sapiens), Q15596; HEK293 GAL4-SRC2 luciferase reporter; inhibition, % at 9 µM; 370,000 compounds, 0.17% hits; AID 651957, 2012;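 active = inhibition above the mean inhibition of all tested compounds plus 3 SD, set per campaign, cut at about 52% in these data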;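 note: 0% = DMSO treated cells and 100% = cells given Gossypol at 36 µM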
TROY NFkB inh – inhibitors of TROY-driven NF-kB signaling, primary screen, Q293 LMP1-TROYcd cells, NF-kB luciferase, uHTS | Q293 LMP1-TROYcd NF-kB luciferase reporter, 4 h | inhibition, % at 10 µM | 360,000 compounds, 0.98% hits;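 active = compounds whose plate-normalised and pattern-corrected inhibition of the luciferase reporter signal at the single screening dose is 50% or more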
NOD2 RIPK2 PPI – NOD2-RIPK2 binding disruptors in cells, primary screen, fluorescence, CHO cells, BLA complementation; Receptor-interacting serine/threonine-protein kinase 2 (Homo sapiens), O43353; AID 624267, 2012; inhibition, % at 4.98 µM; 360,000 compounds, 0.38% hits; CCF4 ratio; in the data active = inhibition above about 21%;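 note: 0% = vehicle only and 100% = reference blocker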
* = called active by the depositor; · = no result given. These rows are one share of the data. The share of hits here may be higher or lower than overall.

SMILES	TLR9-MyD88 inh	NCOA3 inh	NR2F2 inh	TWEAK-Fn14 inh	LRH-1 inv ag	C8 TRAIL sens	NCOA1 inh	EBV LMP1 NFkB	NCOA2 inhibitor	TROY NFkB inh	NOD2 RIPK2 PPI
COc1ccc(OCC(=O)Nc2cc(S(=O)(=O)N3CCCC3)ccc2OCC(F)(F)F)cc1	-0.2	-15.3	8.1	-34.6	-0.2	8.5	-11.3	-0.1	-16.3	9.5	4.3
CO[C@H]1O[C@H](CBr)[C@@H](OC(=O)c2ccccc2)[C@H](O)[C@H]1O	0.5	10.3	5.4	5.1	5.7	-5.2	-0.9	-0.3	11.5	5.6	-4.6
COc1ccc(Nc2c[nH]c(=O)[nH]c2=O)cc1	-1.6	-2.5	-4.0	-13.7	0.3	1.8	-3.3	-0.6	-19.3	-14.9	-5.5
C/C(=N\NC(=O)c1cc2ccccc2cc1O)c1cc2ccccc2o1	-5.8	8.8	4.8	-22.9	-14.2	10.6	-0.5	-5.8	-15.0	6.2	1.2
CCc1nc(CN2CCN(Cc3ccc(F)c(F)c3)C(CCO)C2)c(C)[nH]1 (configuration not stated)	-1.2	21.1	-3.7	6.7	5.8	1.4	-18.4	9.8	4.5	-5.8	-12.1
COc1cccc(N(CC(=O)NC2CCCC2)C(=O)CCCC(=O)Nc2ccccn2)c1	-0.8	2.8	-15.7	-5.8	9.6	-3.5	-9.2	-5.0	-24.1	-4.9	-4.3
Cc1ccc(NC(=O)c2c(C(F)(F)F)nn(C)c2Cl)cc1C	3.1	7.1	-9.1	-0.3	-11.1	1.5	-8.9	-2.9	-8.5	5.2	0.8
NC(=O)c1ccccc1	9.0	-30.5	11.1	0.3	0.0	2.1	-22.3	-5.0	3.2	9.5	-1.4
CC(=O)N1CCCC(c2cc(C(=O)Nc3ccccc3)no2)C1 (configuration not stated)	·	31.2	41.0*	101.1*	32.5	43.1	24.9	·	44.5	80.1*	-6.5
C[C@H]1COC(=O)[C@H](Cc2ccc(F)cc2)CC/C=C/C[C@@H](CC(=O)N(CCO)Cc2ccccc2)C(=O)N1	-1.1	13.8	13.5	-1.8	20.0	-2.3	-1.9	3.9	17.1	-6.3	-6.9
CCCSCC(=O)Nc1ncc2c(n1)-c1ccccc1CC2	1.1	9.4	12.4	2.8	-9.2	-14.2	-2.1	-6.3	15.3	0.6	6.3
Cc1cccc(C)c1-n1nnnc1C1(C)CCC(=O)N1Cc1ccc(F)cc1 (configuration not stated)	·	·	0.4	23.3	26.9	-6.7	·	·	12.0	-1.4	-22.9

Quoted from the listing:
Reading for CCCSCC(=O)Nc1ncc2c(n1)-c1ccccc1CC2 in NR2F2 inh: 12.4
Reading for CCc1nc(CN2CCN(Cc3ccc(F)c(F)c3)C(CCO)C2)c(C)[nH]1 (configuration not stated) in NCOA3 inh: 21.1

(next part)
SMILES	TLR9-MyD88 inh	NCOA3 inh	NR2F2 inh	TWEAK-Fn14 inh	LRH-1 inv ag	C8 TRAIL sens	NCOA1 inh	EBV LMP1 NFkB	NCOA2 inhibitor	TROY NFkB inh	NOD2 RIPK2 PPI
CCCC(=O)Nc1ccc2nc(SCC(=O)Nc3nccs3)sc2c1	0.6	-5.2	-18.8	10.9	-4.5	12.0	-2.9	-0.7	-40.9	1.5	-12.2
O=C(NCC(O)c1ccc([N+](=O)[O-])cc1)C(c1ccccc1)c1ccccc1 (configuration not stated)	-1.1	0.3	2.2	4.6	25.0	7.0	-7.0	-27.4	15.2	1.6	-9.8
O=C(Nc1ccc(Cl)cc1)C1Cc2c(-c3cccc(F)c3)ccnc2O1 (configuration not stated)	·	-10.9	14.5	-15.1	2.0	6.5	6.2	·	1.8	18.0	-2.1
COc1cccc(OC)c1C(=O)Nc1ccccc1C(=O)N1CCCCCC1	0.4	4.3	-1.4	-8.8	-3.0	4.5	-12.3	5.6	-15.1	1.9	5.4
COc1cccc(C(C(=O)NCc2ccccc2)N2CCN(CCN3CCOCC3)CC2)c1OC (configuration not stated)	·	·	0.6	·	23.7	9.4	·	·	12.7	·	-8.7
Cc1ccccc1NC(=O)Cc1nnc(SCc2ccc(Cl)c(Cl)c2)n1C	-5.9	12.2	10.0	7.3	17.4	-6.5	-9.2	-2.2	2.8	-7.2	-1.7
Cc1nn(-c2cc(C(F)(F)F)ccc2Cl)c2nc(C(F)(F)F)[nH]c(=O)c12	7.9	9.4	-18.4	-2.6	4.1	10.9	-24.7	-8.8	9.3	8.1	-5.2
[O-]/C(=C(\C(=S)Nc1ccc(SC(F)F)cc1)[n+]1ccccc1)c1cc(Cl)ccc1Cl	2.1	-31.3	-11.3	-2.6	-47.2	11.2	-35.1	4.0	-65.4	-6.0	1.4
O=C(N/N=C/c1ccc2c(c1)OCO2)c1ccc(Cn2cc([N+](=O)[O-])cn2)o1	-5.8	-1.6	-23.2	-19.7	-3.8	29.5	-19.2	-12.8	0.2	-42.4	-3.8
CCN(/N=C/c1ccc(Cl)cc1)c1cc(=O)n(C)c(=O)[nH]1	4.8	-17.8	0.5	-13.3	15.2	30.3	20.2	-12.5	-15.9	4.6	-16.4
COc1cc(NS(=O)(=O)c2ccc(NC(=O)C3CCCO3)cc2)nc(OC)n1 (configuration not stated)	-3.9	14.8	-14.9	-9.3	5.8	7.6	-5.5	-7.9	-6.5	-9.4	4.2
Cc1cccc2cc3c(nc12)SC(=NCC1CCCO1)N(Cc1ccco1)C3 (configuration not stated)	7.6	18.3	·	9.4	29.0	4.7	1.9	-29.3	·	-1.1	18.8
CSc1nnc(-c2ccncc2)n1CCCN1CCCC1=O	5.3	10.5	-1.9	-8.0	-1.0	0.0	5.5	-3.6	-20.1	-8.4	6.8
Cc1ccc(S(=O)(=O)Nc2c(C)n(C)n(-c3ccccc3)c2=O)cc1C(=O)OC(C)C(=O)c1ccccc1 (configuration not stated)	-3.2	15.3	-7.7	-4.9	8.7	-8.1	-4.9	-3.6	0.0	14.7	4.8
C=C1CCC2[C@](C)(CO[C@@H]3O[C@H](CO)[C@@H](O)[C@H](O)[C@H]3O)CCC[C@@]2(C)[C@@H]1CCC1=CCOC1=O (some centres not stated)	-4.5	-6.8	-3.0	2.0	2.2	-3.7	-24.9	3.4	16.6	-11.7	-13.5
CCN(c1ccc(NC(=O)CCc2nc3sc4c(c3c(=O)[nH]2)CCCC4)cc1)C(C)C	-1.2	-0.8	11.0	-15.3	6.6	6.0	3.5	3.0	12.1	-17.0	-6.2
c1ccc(C2=Nc3ccccc3OC2)cc1	-0.1	2.4	1.1	-20.2	16.6	-8.8	-14.5	1.0	-5.6	-2.4	1.9
O=C(NCc1ccccc1F)Nc1nnc([C@H]2C[C@H](O)[C@@H](CO)O2)s1	·	0.0	-0.6	-0.3	9.9	0.7	-6.3	·	18.1	9.4	-2.4
CCOc1ccc(NC(=O)c2ccc(NC(=O)c3cn4c5c(c(N6CCN(C)CC6)c(F)cc5c3=O)OCC4C)cc2)cc1 (configuration not stated)	0.3	-7.4	-14.4	-13.6	0.4	0.1	-9.0	-5.4	-3.0	-6.7	4.5
COc1ccccc1OCCn1c(SCC(N)=O)nc2ccccc21	-5.2	4.7	-11.4	-11.2	-8.1	-6.6	-2.7	-4.3	16.2	15.1	-6.3
COc1ccc(C(=O)Nc2cccc(C(=O)Nc3cc(C)ccn3)c2)cc1	3.9	-45.0	0.4	20.2	-17.9	14.3	-44.5	-5.8	3.8	-14.0	-12.6
O=C1CCCc2nc(N3CCc4ccccc43)ncc21	4.3	-84.5	-32.4	15.9	-99.2	51.6*	-67.0	-30.0	-49.1	-50.5	6.6
COC(=O)c1ccc(C2/C(=C(\O)c3cccc(OC)c3)C(=O)C(=O)N2CCCN(C)C)cc1 (configuration not stated)	6.0	18.4	-5.3	10.3	17.6	-6.9	-27.2	3.5	10.5	0.5	-5.8
CCOC(=O)c1ccc(NS(=O)(=O)c2ccc3[nH]c(=O)[nH]c3c2)cc1	0.4	14.0	-5.5	-16.2	-3.1	-4.6	14.3	4.9	-5.0	-6.2	-1.8
O=C(CN1C(=O)CCS(=O)(=O)c2ccccc21)Nc1cccc(F)c1	0.3	-17.6	-11.4	1.0	-7.8	0.2	-2.5	-7.1	-16.4	5.0	-7.3
CCCNCC(O)Cn1c2ccccc2n2c(=O)cc(C)c(C#N)c12 (configuration not stated)	-13.0	24.8	10.7	8.6	-8.5	6.5	9.8	5.6	-22.6	-4.9	-16.0
O=C(NCC(O)c1ccc2ccccc2c1)c1c(F)cccc1F (configuration not stated)	0.3	-15.7	-15.3	-1.8	-14.4	2.1	-8.9	-3.1	-37.5	-6.2	1.5
Cc1ccc(S(=O)(=O)N(C)C)cc1NC(=O)CN1C(=O)NC2(CCCc3ccccc32)C1=O (configuration not stated)	2.4	0.1	-12.1	-16.5	16.9	0.1	-0.4	-9.7	-1.1	0.4	-4.3
CCc1ccc(NC(=O)CSc2nc3ccccc3c(=O)n2CCCN2CCC(C)CC2)cc1	4.0	7.2	-11.3	-35.8	-20.6	20.6	-1.2	8.9	20.0	-38.3	10.8
CCO[C@@H]1OC(C(=O)NCc2ccccc2)=C[C@H](c2ccc(C(F)(F)F)cc2)[C@H]1CCCO	-2.7	24.1	-8.8	-23.7	8.2	9.1	8.8	-7.8	0.6	-15.0	2.6
Cc1oc(-c2ccccc2F)nc1CSCC(=O)NC1CCCC1	-5.3	2.0	3.8	15.1	14.2	9.9	-15.2	1.9	-25.0	-8.0	-5.4
O=C(Oc1cccnc1)c1ccco1	11.0	-5.1	-7.0	-0.9	0.2	-4.8	2.8	-11.8	2.0	14.4	-3.6
COc1cc(C(=O)NC(CCSC)C(=O)OCC(=O)C(C)(C)C)cc(OC)c1OC (configuration not stated)	2.3	-12.6	1.6	2.0	-5.9	-4.2	19.6	1.0	-21.5	-5.7	-1.0
CCOc1ccc(S(=O)(=O)N(CC)CC(=O)NCc2cccnc2)cc1	-1.4	10.6	-3.1	-17.5	-2.0	6.9	-5.5	4.3	4.5	-13.2	-6.4

Screens: PubChem, several laboratories
